Rac1 wt modul = human Rac1 wildtype GTP binding, inhibitors and activators; P63000; GST-Rac1 beads, fluorescent GTP binding, flow cytometry; actives lie on both sides; 0 = cold GTP competed, 100 = untreated; GTP binding activity (% of control), % at 10 µM; 190,000 tested, 0.27% active; AID 757;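 active = GTP binding activity at least 20 points away from the 100% control level, either lower or higher; inconclusive = compound flagged as likely green fluorescent, judged across all proteins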
Cdc42 wt = modulators (inhibitors or activators) of GTP binding to human Cdc42 wildtype | GST-Cdc42 beads, Bodipy-GTP binding, flow cytometry; actives lie on both sides | percent activity (GTP binding), % at 10 µM | P60953 | 190,000 tested, 0.2% active;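 active = percent activity GTP binding at least 20 points away from the 100% baseline, either down as inhibitor or up as activator; inconclusive = compound flagged as likely green fluorescent from well-wide comparison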;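 also: median bead fluorescence of bound Bodipy-FL-GTP at 100 nM; 0% = excess unlabeled GTP control and 100% = no compound control; below 100% means less GTP binding so inhibitor and above means activator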
Target sequence (P60953 whole entry, looked up): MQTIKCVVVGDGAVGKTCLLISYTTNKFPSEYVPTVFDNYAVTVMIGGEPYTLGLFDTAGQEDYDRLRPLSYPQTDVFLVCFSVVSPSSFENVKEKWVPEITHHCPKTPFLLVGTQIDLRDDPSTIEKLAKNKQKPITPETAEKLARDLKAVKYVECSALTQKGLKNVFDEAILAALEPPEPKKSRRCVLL
ABCB1 block = blocks JC-1 efflux by human ABCB1 transporter. 190,000 tested, 0.067% active. CCRF-Adr cells, flow cytometry. P08183. inhibition, % at 6.6 µM; in the data active = inhibition above about 40%;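 also: 0% = vehicle and 100% = reference inhibitor; higher value means more JC-1 retained so stronger ABCB1 efflux block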
ABCG2 block = blocks JC-1 efflux by human ABCG2 transporter | Q9UNQ0 | IgMXP3 cells, flow cytometry | inhibition, % at 6.6 µM | 190,000 tested, 0.1% active | AID 1325;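 active = inhibition above 80%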;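 also: 0% = DMSO and 100% = nicardipine control wells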
Target sequence (Q9UNQ0 whole entry, looked up): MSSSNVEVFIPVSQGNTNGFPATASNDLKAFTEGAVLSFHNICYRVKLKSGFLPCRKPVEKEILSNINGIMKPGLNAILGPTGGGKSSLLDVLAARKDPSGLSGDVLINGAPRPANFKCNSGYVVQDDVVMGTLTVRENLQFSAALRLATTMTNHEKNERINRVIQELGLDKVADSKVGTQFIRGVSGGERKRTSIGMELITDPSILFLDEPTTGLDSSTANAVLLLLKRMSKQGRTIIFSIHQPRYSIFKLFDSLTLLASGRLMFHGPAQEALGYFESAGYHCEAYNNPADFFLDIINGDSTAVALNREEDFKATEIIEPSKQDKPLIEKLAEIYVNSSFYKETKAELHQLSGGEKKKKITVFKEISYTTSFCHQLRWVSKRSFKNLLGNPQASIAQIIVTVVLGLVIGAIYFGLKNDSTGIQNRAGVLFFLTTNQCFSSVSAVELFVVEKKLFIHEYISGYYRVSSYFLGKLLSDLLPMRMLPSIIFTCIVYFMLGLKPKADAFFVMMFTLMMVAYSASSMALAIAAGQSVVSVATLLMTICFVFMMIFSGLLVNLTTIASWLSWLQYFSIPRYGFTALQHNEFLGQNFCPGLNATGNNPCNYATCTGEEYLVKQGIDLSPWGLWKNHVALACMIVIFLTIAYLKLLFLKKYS
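material = IgMXP3 (ABCG2) plus far-red-tagged CCRF-Adr (ABCB1) cells | amount = 3 million cells/mL, equal mix of both lines | also added = JC-1 transporter substrate | dosing = one concentration, 6.6 µM final | schedule = 10 min at 25 °C | measured by = flow cytometric JC-1 green MFI at 530 nm | read-out basis = percent efflux inhibition, scaled nicardipine 100% to DMSO 0%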
Rac1 mut GTP = alters GTP binding to activated mutant human Rac1; GST-Rac1 activated beads, fluorescent GTP binding, flow cytometry; actives lie on both sides; 100% means binding = to untreated wells; percent activity (GTP binding), % at 10 µM; 190,000 tested, 0.11% active; AID 764; P63000;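 active = GTP binding at least 20 percentage points away from the 100% baseline, in either direction, so actives lie on both sides; inconclusive = Compound likely fluorescent itself, or too few beads counted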
Pf gametocyte = kills late stage P. falciparum gametocytes | 150,000 tested, 0.065% active | P. falciparum stage V gametocytes, ATP luminescence, 24 h | inhibition, % at 10.9 µM;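 active = inhibition above the mean plus 3 SD of compounds within the control limits, set per campaign, cut at about 38% in these data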;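 also: 0% = DMSO wells and 100% = medium only without gametocytes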
Avidin fluor = avidin bead compound fluorescence profile. fluorescence (KMESF) at 10 µM. 220,000 tested, 0.38% active. Avidin beads, compound fluorescence 488/530 nm, flow cytometry; stronger effect = higher value; in the data active = fluorescence above about 47; also: inactives centre near 10
Rab2A wt mod = changes GTP binding to wildtype dog Rab2A, up or down; P61105; GST-Rab2 wt beads, Bodipy-GTP binding, flow cytometry; GTP binding activity, % at 10 µM; 190,000 tested, 0.19% active; AID 760;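 active = GTP binding activity at least 20 points away from 100%, either lowered or raised; inconclusive = signal likely due to the compound's own green fluorescence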;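 also: 0% = beads with excess unlabeled GTP and 100% = no-compound control corrected for plate trend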
Mcl1-Noxa inh = disrupts binding of human Mcl-1 to Noxa peptide | inhibition, % at 21.7 µM | Q07820 | 220,000 tested, 1.5% active | TR-FRET Mcl-1/Noxa peptide binding, 2 h;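 active = compounds that cut the protein-peptide binding signal by more than 50% relative to plate controls in a single-dose test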;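 also: His-tagged Mcl-1 with rhodamine Noxa BH3 peptide and terbium anti-His antibody; 0% = Mcl-1 plus Noxa peptide wells and 100% = peptide-only wells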
HRas wt GTP bind = changes GTP binding to wildtype human HRas; 190,000 tested, 0.14% active; P01112; GST-Ras wt beads, Bodipy-FL-GTP binding, flow cytometry; actives lie on both sides; GTP binding activity, % at 10 µM;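 active = GTP binding activity at least 20% away from the 100% baseline, either lowered as inhibitor or raised as activator; inconclusive = flagged as likely green fluorescent, judged across all proteins in the well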;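 also: 0% = unlabeled GTP competition control and 100% = no-compound control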
Target sequence (P01112 whole entry, looked up): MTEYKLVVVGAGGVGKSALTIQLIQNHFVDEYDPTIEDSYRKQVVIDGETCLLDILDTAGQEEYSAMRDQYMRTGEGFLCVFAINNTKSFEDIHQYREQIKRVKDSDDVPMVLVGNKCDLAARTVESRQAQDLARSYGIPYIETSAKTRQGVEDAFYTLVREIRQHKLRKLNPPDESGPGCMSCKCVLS
Rab7 wt GTP bind = modulators of GTP binding to dog Rab7 wildtype GTPase. GTP binding activity (percent of control), % at 10 µM. AID 758. 190,000 tested, 0.055% active. GST-Rab7 beads, fluorescent GTP binding, flow cytometry; actives lie on both sides; untreated = 100%, excess cold GTP = 0%;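 active = fluorescent GTP binding to Rab7 beads changed by at least 20 points from the 100% baseline, either direction, mostly lower; inconclusive = compound itself probably fluorescent, or too few beads counted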;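 also: median green fluorescence of bound Bodipy-FL-GTP per Rab7 bead population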
* hit, by the source's call; ? = inconclusive; · = not tested or not shown.

Structure | Rac1 wt modul | Cdc42 wt | ABCB1 block | ABCG2 block | Rac1 mut GTP | Pf gametocyte | Avidin fluor | Rab2A wt mod | Mcl1-Noxa inh | HRas wt GTP bind | Rab7 wt GTP bind
CCOC(=O)c1cccc(N/C=C/C(=O)c2ccc(OC)c(OC)c2)c1 | 99 | 99 | 0.4 | 2 | 97 | -2 | 38 | 99 | -18 | 100 | 101
CC(C)[C@@H]1NC(=O)c2cc([N+](=O)[O-])cc(I)c2OCC[C@@H](C(N)=O)NC(=O)[C@H](CCC(=O)O)NC1=O | 99 | 96 | -0.1 | 0 | 90 | 6 | 10 | 91 | 14 | 90 | 91
Cc1ccc(C(=O)NC2CCN(C(=O)N3CCOCC3)CC2)cc1 | 96 | 97 | 0.9 | 5 | 97 | 22 | 10 | 95 | -5 | 97 | 98
Cc1nc2ccccc2nc1OCc1cccc(Cl)c1 | 98 | 99 | 1.0 | 4 | 97 | 8 | 17 | 99 | 1 | 97 | 103
CC(=O)Nc1ccc(N(C(=O)c2ccco2)C(C(=O)NC2CCCC2)c2cccs2)cc1 (stereo unspecified) | 98 | 94 | -0.1 | 0 | 96 | 7 | 25 | 100 | 4 | 100 | 107
O=C(O)c1ccc(-c2nc(-c3ccccc3)cs2)cc1 | 95 | 94 | 0.0 | 1 | 95 | 9 | 25 | 95 | -10 | 100 | 104
O=C(c1ccc(Cl)c(Cl)c1)N1CCCC1 | 100 | 100 | 2.4 | 4 | 98 | · | 4 | 98 | 5 | 100 | 97
COc1ccc(C(=O)NCC(=O)NCC(=O)OCC(=O)c2cccs2)cc1 | 103 | 101 | 0.3 | 2 | 101 | -2 | 8 | 99 | 7 | 103 | 98
COCCCNC(=O)CN1C(=O)CSc2ncccc21 | 101 | 98 | 1.2 | 2 | 98 | · | 7 | 98 | 11 | 96 | 98
O=C(/C=C/c1ccco1)NCC(=O)N/N=C/c1ccc([N+](=O)[O-])cc1 | 97 | 96 | 0.1 | 2 | 96 | -25 | 9 | 96 | 40 | 96 | 95
CNc1nc(Cl)c(SC)c(N2CCOCC2)n1 | 99 | 97 | 0.4 | 3 | 95 | 11 | 10 | 100 | 20 | 98 | 99
CCN1/C(=C2\OC(=S)N(C)C2=O)C=Cc2ccccc21 | 100 | 99 | -0.3 | 3 | 97 | 12 | 9 | 95 | 8 | 98 | 97
OC1CCN(c2c3c(nc4cc(-c5ccc(F)cc5)nn24)CCC3)CC1 | 103 | 100 | 1.9 | 55 | 99 | · | 14 | 101 | 7 | 103 | 106
O=c1nc(NC2CCCC2)ccn1Cc1cccc(Br)c1 | 99 | 97 | 0.1 | 1 | 97 | · | 15 | 93 | 4 | 97 | 100
COc1ccc(CCNC(=O)C2CCN(c3ccc(N4CCOCC4)nn3)CC2)c(OC)c1 | 100 | 98 | -2.1 | -2 | 97 | · | 9 | 98 | 12 | 99 | 100
CCOc1cc(S(=O)(=O)Nc2ccccn2)ccc1F | 97 | 99 | 0.0 | 0 | 98 | -9 | 9 | 99 | -11 | 98 | 99
CCOC(=O)C1CCN(C(=O)CN(Cc2ccc(Cl)cc2)S(C)(=O)=O)CC1 | 102 | 102 | 1.8 | 3 | 99 | -2 | 5 | 101 | 24 | 102 | 99
O=C(Cn1ncc2c3ccccc3n(Cc3ccc(F)cc3)c2c1=O)N1CCN(c2ncccn2)CC1 | 103 | 102 | 5.2 | 1 | 101 | -27 | 8 | 102 | 11 | 103 | 100
COc1ccccc1-n1c(SCC(=O)c2ccc(O)cc2O)nc2cc([N+](=O)[O-])ccc21 | 104 | 99 | -0.7 | -3 | 97 | -17 | 11 | 98 | -1 | 99 | 97
COc1ccccc1OCC(=O)Nc1ccc(S(=O)(=O)NC(C)=O)cc1 | 106 | 98 | 0.5 | 2 | 100 | · | 13 | 100 | 23 | 100 | 100

Continuation:
Structure | Rac1 wt modul | Cdc42 wt | ABCB1 block | ABCG2 block | Rac1 mut GTP | Pf gametocyte | Avidin fluor | Rab2A wt mod | Mcl1-Noxa inh | HRas wt GTP bind | Rab7 wt GTP bind
CCOC(=O)NC1(C(F)(F)F)C(=O)NC(C)=C1C(=O)OC (stereo unspecified) | 103 | 104 | 0.6 | 2 | 100 | · | 9 | 98 | 5 | 100 | 96
CCOC(=O)C1CCCN(C(=O)c2ccc(CS(=O)(=O)Cc3ccccc3C)o2)C1 (stereo unspecified) | 101 | 102 | 1.3 | 6 | 99 | -4 | 8 | 102 | 3 | 102 | 104
OCC1(Cc2ccc(Cl)cc2)CCN(CCCc2ccccc2)CC1 | ? | ? | 0.3 | 1 | ? | -48 | 10 | ? | 0 | ? | ?
CCOC(=O)c1c(C)[nH]c(C)c1C(=O)COC(=O)/C=C/c1cccc(F)c1 | 94 | 96 | 1.2 | 43 | 96 | · | 5 | 95 | 12 | 96 | 96
COc1cc(C(=O)Nc2ccc(S(=O)(=O)Nc3ncccn3)cc2)c([N+](=O)[O-])cc1OC | 95 | 92 | 0.6 | 1 | 93 | · | 7 | 95 | 18 | 101 | 97
Oc1ccc(F)c2cccnc12 | 96 | 96 | 1.2 | 1 | 93 | 11 | 6 | 95 | 25 | 96 | 98
CCCCn1nnc(NC(=O)COc2cc(C)ccc2C(C)C)n1 | 100 | 103 | 0.7 | 4 | 101 | · | 14 | 100 | 8 | 101 | 102
Cc1[nH]c2ccccc2c1/C=N\NC(=O)Cn1nnc(-c2ccccc2)n1 | 104 | 101 | -0.1 | -1 | 101 | -30 | 14 | 102 | 63* | 102 | 104
COc1c2ccccc2c(OC)c2ccccc12 | 99 | 99 | 0.6 | 2 | 98 | 4 | 12 | 99 | 9 | 98 | 101
CC(C)COC(=O)Nc1ccccc1C(=O)N1CCOCC1 | 112 | 104 | 0.0 | 4 | 99 | · | 6 | 104 | -2 | 104 | 103
CC(C)c1onc(C(=O)Nc2cccnc2Cl)c1[N+](=O)[O-] | 101 | 96 | 0.5 | 2 | 100 | -12 | 9 | 97 | 12 | 99 | 103
O=C(c1ccccc1)N1CCN(C2c3cccc4cccc(c34)C2NS(=O)(=O)c2ccccc2)CC1 (stereo unspecified) | 104 | 105 | 23 | 10 | 98 | 1 | 13 | 99 | -7 | 100 | 98
O=C1c2cccc3c(O)ccc(c23)C(=O)N1Cc1ccccc1 | 100 | 102 | 0.3 | 3 | 96 | -14 | 81* | 103 | -129 | 100 | 100
C/C(=N\Nc1nc(N)cc(Cl)n1)c1cccc([N+](=O)[O-])c1 | 102 | 102 | 0.4 | 7 | 99 | -12 | 41 | 101 | 9 | 101 | 100
CCOC(=O)C1(Cc2ccc(Cl)cc2)CCN(C(=O)C2CCCO2)CC1 (stereo unspecified) | 99 | 97 | -0.2 | -2 | 96 | -5 | 3 | 101 | 10 | 98 | 105
COc1ccccc1CNC(=O)CSc1nnc2c(Cl)cc(C(F)(F)F)cn12 | 102 | 102 | -0.2 | 0 | 101 | -9 | 11 | 100 | 17 | 101 | 100
Cc1ccc(C)c(OCC(=O)Nc2cc(C)on2)c1 | 105 | 104 | 0.3 | 5 | 101 | · | 27 | 101 | -3 | 100 | 101
CC1(C)Cc2c(c(N3CCCC3)[nH]c(=S)c2C#N)CO1 | 101 | 99 | 0.4 | 0 | 100 | · | 2 | 100 | 13 | 98 | 97
O=C(Nc1c2c(nc3c1CCC3)CCCC2)c1ccccn1 | 113 | 106 | 1.9 | 5 | 101 | -40 | 2 | 105 | 2 | 107 | 103
Cc1ccc(-c2nnn(CC(=O)NCCC3=CCCCC3)n2)cc1 | 101 | 94 | 0.4 | 1 | 96 | · | 23 | 97 | -3 | 97 | 94

(further entries)
Structure | Rac1 wt modul | Cdc42 wt | ABCB1 block | ABCG2 block | Rac1 mut GTP | Pf gametocyte | Avidin fluor | Rab2A wt mod | Mcl1-Noxa inh | HRas wt GTP bind | Rab7 wt GTP bind
O=C1CS(=O)CN1c1ccc(Oc2ccccc2)cc1 (stereo unspecified) | 98 | 99 | 11 | 12 | 98 | -6 | 9 | 96 | -11 | 98 | 93
COc1ccc(Cl)cc1NC(=O)c1cnc2sccn2c1=O | 101 | 100 | 0.3 | 4 | 98 | · | 7 | 99 | 1 | 101 | 99
COc1cc2c(cc1OC)CN(CC(=O)Nc1ccc(Cl)c(S(=O)(=O)N(C)C)c1)CC2 | 96 | 95 | 1.0 | 2 | 93 | · | 11 | 96 | 18 | 96 | 100
Cc1ccc(O)c(C(=O)c2cnn(C(=O)COc3ccc(Cl)cc3)c2)c1 | 91 | 89 | 0.2 | 30 | 90 | 2 | 27 | 87 | -75 | 91 | 92
OCCC1CN(Cc2cccc(-c3ccco3)c2)CCN1Cc1ccsc1 (stereo unspecified) | 105 | 96 | 0.6 | 1 | 97 | -6 | 10 | 99 | 4 | 101 | 106
CCSc1nnc(NC(=O)C(C)(C)C)s1 | 109 | 102 | 0.3 | 4 | 101 | · | 5 | 101 | 10 | 102 | 99
CCOc1ccccc1NC(=O)CCCN1C(=S)NC(C)(C)CC1C (stereo unspecified) | 105 | 101 | 0.0 | 1 | 100 | 4 | 15 | 99 | -1 | 100 | 99
C=C(C)c1cccc(C(C)(C)NC(=O)Nc2ccc(C(C)=O)cc2)c1 | 102 | 99 | 0.5 | 5 | 99 | · | 13 | 99 | 8 | 98 | 96
O=C(NC(NC1CCS(=O)(=O)C1)C(Cl)(Cl)Cl)c1ccc(Br)cc1 (stereo unspecified) | 106 | 106 | 0.2 | 0 | 102 | 21 | 39 | 103 | -9 | 104 | 103
CNC(=O)CSc1nnc(-c2ccc3c(c2)OCO3)n1C | 103 | 99 | 0.5 | 1 | 100 | -12 | 12 | 99 | -7 | 97 | 97
O=C(c1cccc(Cl)c1)N1CCn2c1nc1ccccc12 | 98 | 95 | 0.2 | 2 | 95 | -3 | 12 | 95 | -12 | 96 | 97
C=CCNC(=S)N(CC)c1cccc2ccccc12 | 98 | 96 | 0.6 | 2 | 97 | 14 | 11 | 99 | -9 | 100 | 102
COc1ccc(C2CC2/C(C)=N/OC(=O)c2cccs2)cc1 (stereo unspecified) | 104 | 98 | 0.1 | 8 | 99 | 7 | 12 | 100 | -1 | 100 | 103

Screening data as filed in PubChem BioAssay.

Compounds as they come. Share with any hit: about 2.3%.
